# uPA generation – qHTS for Inhibitors of Cell Surface uPA Generation; cell surface uPA generation assay, qHTS; Potency, µM (top dose mostly 38.3 µM), without a hit: at the top dose activity change, negative = inhibition, usual class: inhibitors; 0.31% of 330,000 active; AID 540303, 2011; active = well fitted inhibition curve with a large enough effect; inconclusive = small, poorly fitted or top-dose-only effect; inactive = no such curve, though single readings can be large or run the other way; tested in mouse RAW 264.7 cells; also: potency is read from the fitted curve at half-maximal effect; nearly all actives have a fitted effect of over 55% in size
# Coupling enz – qHTS Assay for Inhibitors of Fructose-1,6-bisphosphate Aldolase from Giardia Lamblia: Coupling assay counterscreen; coupling enzyme system counterscreen, AmpLite Red fluorescence; 0.67% of 290,000 active; activity change, negative = inhibition, % at 58.2 µM, hits read low; in the data active = activity change below about -30%
#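 Counterscreen of the coupled detection system alone, without aldolase: glyceraldehyde-3-phosphate coupling enzymes plus AmpLite Red readout. Compounds at 57.5 uM final, 10 min RT preincubation, 20 min RT reaction, fluorescence 525/598 nm.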
# USP2a block – qHTS Assay for Inhibitors of Ubiquitin-specific Protease USP2a Using CHOP2 as the Reporter | Ubiquitin carboxyl-terminal hydrolase 2 (Homo sapiens), O75604 | USP2 core, Ub-CHOP2 coupled fluorogenic reporter, 485/531 | Potency, µM (doses to about 38.3 µM), for inactives: top-dose activity change, negative = inhibition, hits mostly inhibitors | 0.01% of 330,000 active | AID 463254, 2010;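 also: potency is read from the fitted curve at half-maximal effect; plate controls were DMSO wells for no effect and full inhibition by NEM control for full effect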
# Target sequence (O75604 whole entry, looked up): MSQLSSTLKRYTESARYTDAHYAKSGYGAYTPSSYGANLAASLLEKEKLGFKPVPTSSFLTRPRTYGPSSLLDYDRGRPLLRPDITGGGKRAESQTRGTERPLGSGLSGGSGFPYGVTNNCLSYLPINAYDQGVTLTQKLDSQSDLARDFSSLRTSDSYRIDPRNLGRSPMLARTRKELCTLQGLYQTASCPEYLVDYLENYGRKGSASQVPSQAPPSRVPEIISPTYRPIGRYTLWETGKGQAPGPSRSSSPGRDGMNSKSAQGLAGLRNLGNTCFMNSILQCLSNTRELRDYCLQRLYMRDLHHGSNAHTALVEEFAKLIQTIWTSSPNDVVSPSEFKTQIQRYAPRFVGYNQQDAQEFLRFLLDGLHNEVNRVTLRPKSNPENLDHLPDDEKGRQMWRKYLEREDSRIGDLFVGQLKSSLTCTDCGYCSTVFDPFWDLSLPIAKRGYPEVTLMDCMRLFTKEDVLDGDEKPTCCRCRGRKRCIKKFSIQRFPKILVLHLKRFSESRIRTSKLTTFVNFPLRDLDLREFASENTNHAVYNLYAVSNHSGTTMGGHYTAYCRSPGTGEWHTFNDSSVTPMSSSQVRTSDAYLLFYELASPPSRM
#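 Deubiquitinase activity read as fluorescence (485/531 nm) after Ub-CHOP2 cleavage activates the enterokinase reporter on its substrate; USP2 core 10nM, Ub-CHOP2 and substrate 25nM each, 30min compound preincubation then 60min RT; data normalized to NEM, curves fitted.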
# BCR signal inh – qHTS Assay to Find Inhibitors of Chronic Active B-Cell Receptor Signaling; ABC-DLBCL IkBa-CBG/CBR reporter, luminescence ratio, 4 h; Potency, µM (highest dose often 46.1 µM), without a hit: at the top dose ratio change, negative = lower green/red ratio, usual class: inhibitors; 0.05% of 340,000 active; AID 493014, 2011; active = well fitted inhibition curve with a large enough effect in the signal ratio, with a control signal flat, not every such curve was filed as active; inconclusive = small, poorly fitted or top-dose-only effect, or effect the other way, or a change in a side signal; the % refers to the signal ratio;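 also: potency is read from the fitted curve at half-maximal effect; plate controls were basal doxycycline-induced cells for no effect and cells given 10 µM MG132 for full effect; MG132 reads +100%, hits lower the ratio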
#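 Cell line TMD8 (human ABC DLBCL), stably expressing tet-inducible CBG68-IkBa fusion and CBR; IMDM/0.5% FBS; cpd up to 46 uM; dox induction, 4 h, 37C/5% CO2; dual luminescence; green/red ratio; MG132 control.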
# KCNH2 WT inh – qHTS for Inhibitors of KCHN2 3.1: Wildtype qHTS; activity change, % at 1.84 µM; U2OS, BacMam KCNH2, thallium flux FluxOr; hits give low values; 0.37% of 340,000 active; AID 720551, 2013; Voltage-gated inwardly rectifying potassium channel KCNH2 (Homo sapiens), Q12809;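 active = maximum activity change below -70%; inconclusive = maximum activity change between -70% and -50%; inactive = maximum activity change above -50%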
#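 U2OS cells transduced with wild-type KCNH2 virus are loaded with FluxOr dye for 45 min, and thallium flux is measured in kinetic reads before and after stimulation buffer. Rate constants are normalized to DMSO controls.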
# KCNH2 3.1 inh – qHTS for Inhibitors of KCHN2 3.1: Mutant qHTS. Potassium voltage-gated channel subfamily H member 2, brain isoform KCNH2 3.1 (human). activity change, % (tested at about 1.8 µM). U2OS KCNH2 3.1, thallium flux FluxOr; hits give low values. 0.95% of 340,000 active. AID 720553, 2013;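 active = maximum activity change below -70%; inconclusive = maximum activity change from -70% to -50%; inactive = maximum activity change above -50%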;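 also: thallium influx rate constant from kinetic fluorescence after stimulation buffer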
#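 Virally transduced U2OS (3.1 isoform, 4 h infection in dark at RT) → overnight 37 C → FluxOr + Red40 in HBSS/HEPES, 45 min → stimulation buffer, 2 min kinetic read → rate constant vs DMSO controls.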
# Eya2 phos inh – qHTS Assay for Inhibitors of the Phosphatase Activity of Eya2. Potency, µM (highest dose often 76.9 µM), inactives show at the top dose activity, negative = inhibition, hits mostly inhibitors. 0.006% of 330,000 active. recombinant Eya2, OMFP fluorescence dephosphorylation (OMFP is methylfluorescein phosphate); also: potency is read from the fitted curve at half-maximal effect
#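 Eya2 (0.2 uM) preincubated 10 min at ambient with compound, then OMFP substrate added at 50 uM; 10 min reaction in 50 mM HEPES pH 7.5, 50 mM NaCl, 5 uM MgCl2, 0.05% BSA, 1 mM DTT. Fluorescence read at Ex 485/Em 525 nm.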
# B2AR arrestin – qHTS assay of beta-arrestin-biased ligands of beta2-adrenergic receptor | Beta-2 adrenergic receptor (Homo sapiens), P07550 | 0.02% of 330,000 active | beta-arrestin recruitment to beta2AR, cell-based reporter | Potency, µM (top dose mostly 46.1 µM), for inactives: top-dose activation, usual class: activators;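 also: potency is read from the fitted curve at half-maximal effect; 0% = DMSO controls and full agonism = EC100 isoproterenol or metaproterenol; nearly all actives have a fitted effect of over 65% in size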
# Target sequence (P07550 whole entry, looked up): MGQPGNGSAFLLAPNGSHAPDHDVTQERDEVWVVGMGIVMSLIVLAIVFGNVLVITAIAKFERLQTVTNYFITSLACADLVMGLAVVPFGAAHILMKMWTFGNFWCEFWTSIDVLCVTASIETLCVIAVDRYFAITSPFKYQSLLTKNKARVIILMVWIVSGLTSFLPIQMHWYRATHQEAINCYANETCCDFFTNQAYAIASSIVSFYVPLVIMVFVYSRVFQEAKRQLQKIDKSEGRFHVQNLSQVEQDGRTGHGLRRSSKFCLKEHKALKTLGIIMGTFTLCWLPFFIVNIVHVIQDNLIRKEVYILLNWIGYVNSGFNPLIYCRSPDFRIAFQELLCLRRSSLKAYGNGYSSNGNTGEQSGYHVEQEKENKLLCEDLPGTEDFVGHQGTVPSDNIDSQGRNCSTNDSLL
# GALK inhibitor – qHTS Assay for Inhibitors of Human Galactokinase (GALK); Purified GALK, Kinase-Glo residual ATP luminescence; 0.007% of 270,000 active; AID 1868, 2009; P51570; Potency, µM (highest dose often 57.5 µM), for the others: at the top dose activity change, negative = inhibition, most hits filed as inhibitors; also: potency is read from the fitted curve at half-maximal effect
#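 Quantitative HTS: GALK 5 nM, ATP 35 uM, galactose 100 uM, 1 h room temperature, then luciferase-based ATP detection.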
# PKM2 act – qHTS Assay for Activators of Human Muscle isoform 2 Pyruvate Kinase | Pyruvate kinase PKM (Homo sapiens), P14618 | AID 1631, 2009 | purified PKM2, Kinase-Glo ATP luminescence, activation; response scale: 0% is enzyme alone, no compound | 0.34% of 260,000 active | Potency, µM (top dose mostly 57.5 µM), for inactives: at the highest dose activation, actives largely listed as activators; also: potency is read from the fitted curve at half-maximal effect; nearly all actives have a fitted effect of over 55% in size
#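 Kinase-Glo luminescence reports ATP generated from ADP (0.1 mM) and PEP (0.5 mM) by purified hPK-M2 after 1 h at room temperature, pH 7.2 imidazole buffer; intermediate enzyme activity allows detecting inhibitors and activators.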
# Giardia kill – Small Molecules that selectively kill Giardia lamblia: qHTS; Giardia lamblia trophozoite viability; activity change, % at 7.66 µM, hits read low; 0.15% of 340,000 active; in the data active = activity change below about -80%; inconclusive = between about -30% and that limit;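 also: parasites exposed to compound for two days anaerobically before the ATP read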
#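 Luminescence from cellular ATP indicates surviving trophozoites (100 cells/well) following 48 hrs anaerobic compound treatment at 37 deg C; signal develops 15-30 min at room temperature.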
# * marks the source's active call; other numbers are inactive results; u = inconclusive; x = no result given; & = joins results of further samples. Unless noted, calls follow the shape of the dose curve; as a rule, active = well fitted curve in the direction sought with a large enough effect; inconclusive = small, poorly fitted or top-dose-only effect, or another doubt; inactive = no such curve, though single readings can be large; an effect the other way counts as inactive or inconclusive. Unless noted, % is scaled to controls: 0 for no effect and ±100 for the full control effect.
1. CCOC(=O)c1nnc(-c2ccccc2)nc1NCc1ccc(Cl)cc1
2. FC(F)(F)c1cnc(N2CCN(C(=S)NCc3ccccc3)CC2)c(Cl)c1
3. Cc1ccccc1Nc1ccc2nonc2c1[N+](=O)[O-]
4. CCC(=O)Nc1ccc(C(=O)Cn2nc(C(=O)O)c3ccccc3c2=O)cc1
5. COc1nnc(OC)c2ccccc12
6. C=CC[C@@H](CC(=O)N[C@H](CO)Cc1ccccc1)C(=O)N[C@H](COC(=O)[C@@H](CC=C)Cc1ccc(F)cc1)Cc1ccccc1
assay / compound	1	2	3	4	5	6
uPA generation	4%	1%	1%	x	-1%	-15%
Coupling enz	1	-1	-2	3	2	x
USP2a block	-2%	1%	-1%	1%	-4%	-10%
BCR signal inh	8%	u	u	-6%	6%	-1%
KCNH2 WT inh	-5	11	4	x	-1	0
KCNH2 3.1 inh	-9	17	-11	x	12	-1
Eya2 phos inh	2%	-10%	-4%	1%	u	1%
B2AR arrestin	-0.2%	-0.2%	-0.2%	0.5%	-0.1%	0.2%
GALK inhibitor	-2%	2%	-2%	1%	0%	x
PKM2 act	1%	3%	x	-5%	3%	x
Giardia kill	7	-22	-1	x	12	11

7. CCC(C(=O)NC1CCCC1)N(Cc1ccco1)C(=O)CNS(=O)(=O)c1ccccc1 (stereo not given)
8. COc1cccc(OC)c1OCCCCN1CCCC1
9. CCOc1c(Cl)cc(CNc2ccc(S(N)(=O)=O)cc2)cc1OC
10. CCC(=O)Nc1ccc(NC(=S)NC(=O)c2oc3ccccc3c2C)cc1
11. CCCS(=O)(=O)NCCc1cc2c(OC)ccc(OC)c2[nH]c1=O
12. CCN(CC)S(=O)(=O)c1cccc(-c2nnc(SCC(=O)c3cc(C)n(C)c3C)o2)c1
assay / compound	7	8	9	10	11	12
uPA generation	1%	-5%	-2%	1%	-3%	1%
Coupling enz	-1	1	1	-1	1	0
USP2a block	3%	2%	1%	2%	2%	2%
BCR signal inh	7%	4%	-11%	5%	-12%	1%
KCNH2 WT inh	-8	-1	-3	-9	5	2
KCNH2 3.1 inh	-12	-16	11	0	2	-18
Eya2 phos inh	5%	-1%	-3%	2%	9%	-2%
B2AR arrestin	-0.4%	-0.8%	-1.7%	-0.3%	0.6%	0.1%
GALK inhibitor	8%	-2%	1%	x	2%	1%
PKM2 act	5%	1%	0%	-2%	-6%	-8%
Giardia kill	-5	-7	1	-23	4	-3

# Two entries from above, as labelled records.
(10) CCC(=O)Nc1ccc(NC(=S)NC(=O)c2oc3ccccc3c2C)cc1
- uPA generation: 1%
- Coupling enz: -1
- USP2a block: 2%
- BCR signal inh: 5%
- KCNH2 WT inh: -9
- KCNH2 3.1 inh: 0
- Eya2 phos inh: 2%
- B2AR arrestin: -0.3%
- GALK inhibitor: x
- PKM2 act: -2%
- Giardia kill: -23
(11) CCCS(=O)(=O)NCCc1cc2c(OC)ccc(OC)c2[nH]c1=O
- uPA generation: -3%
- Coupling enz: 1
- USP2a block: 2%
- BCR signal inh: -12%
- KCNH2 WT inh: 5
- KCNH2 3.1 inh: 2
- Eya2 phos inh: 9%
- B2AR arrestin: 0.6%
- GALK inhibitor: 2%
- PKM2 act: -6%
- Giardia kill: 4

# Next part.
13. O=C(C1CCC(=O)N1Cc1cccnc1)N1CCN(c2ccc(F)cc2)CC1 (stereo not given)
14. COc1cccc(Cn2c(=S)[nH]c3ccc(N4CCOCC4)cc3c2=O)c1
15. CS(=O)(=O)N(CC(N)=O)c1cccc(Br)c1
16. COc1cccc(-n2nc(C(C)=O)c(C#N)c2-c2ccco2)c1
17. COCCCNC(=S)NC1CC2CCCC(C1)N2Cc1ccco1 (stereo not given)
18. Cc1ccc(NC(=O)c2cc(-c3cccs3)on2)cc1
assay / compound	13	14	15	16	17	18
uPA generation	3%	x	4%	5%	16%	-10%
Coupling enz	0	-8	-1	3	5	3
USP2a block	2%	1%	-1%	2%	0%	-2%
BCR signal inh	2%	-4%	10%	-6%	-16%	u
KCNH2 WT inh	17	1	1	1	-2	-1
KCNH2 3.1 inh	6	-5	17	7	14	-11
Eya2 phos inh	21%	-18%	0%	0%	-14%	-30%
B2AR arrestin	-0.1%	-1.4%	0.0%	-0.8%	-1.8%	-1.0%
GALK inhibitor	2%	2%	-3%	x	0%	-2%
PKM2 act	-21%	-2%	4%	-1%	u	2%
Giardia kill	-21	0	0	-1	-10	10

19. O=C(O)/C=C/C(O)c1ccc(Cl)cc1 (stereo not given)
20. CCn1c(SCC(=O)c2cccs2)nnc1-c1ccco1
21. O=C(Nc1ccccc1)c1ccc(Br)c(S(=O)(=O)Nc2ccccn2)c1
22. COc1ccc(C)cc1NS(=O)(=O)c1ccc2c(c1)oc(=O)n2C
23. Cc1nc2ccccc2n1CC(=O)c1ccc(O)c(O)c1
24. CN1CCN(C(=O)c2ccc3c(c2)N(Cc2ccccc2F)C(=O)c2ccccc2S3=O)CC1 (stereo not given)
assay / compound	19	20	21	22	23	24
uPA generation	7%	-4%	1%	0%	-6%	6%
Coupling enz	x	-3	-2	3	x	1
USP2a block	-6%	-2%	-1%	2%	2%	0%
BCR signal inh	11%	-1%	u	1%	-5%	0%
KCNH2 WT inh	-9	-2	2	-10	x	-4
KCNH2 3.1 inh	3	4	6	0	x	-19
Eya2 phos inh	5%&2%	6%	-12%	-2%	-1%	9%
B2AR arrestin	0.0%	-0.4%	2.8%	-0.5%	0.2%	0.0%
GALK inhibitor	x	-3%	-2%	-2%	x	x
PKM2 act	x	-1%	2%	1%	x	26%
Giardia kill	-23	4	1	-20	-3	-18

25. CSCCC(=O)N1CCCC(N2CCN(c3cccc(C(F)(F)F)c3)CC2)C1 (stereo not given)
26. O=C(Nc1ccc2c(c1)C(=O)N(C1CCCCC1)C2=O)C1CCCO1 (stereo not given)
27. CCc1ccc(C2CC(c3ccco3)=NN2S(C)(=O)=O)cc1 (stereo not given)
28. COCCN1CCN(Cc2cn(C)nc2-c2cccc(Cl)c2)CC1
29. Cc1cccc(-c2ccc3ncnc(NCc4cccnc4)c3c2)c1
30. C=CCOc1ccccc1CN1CCC(CO)(CCOc2ccccc2)CC1
assay / compound	25	26	27	28	29	30
uPA generation	-17%	5%	-6%	1%	0%	-4%
Coupling enz	0	1	-1	3	x	3
USP2a block	-1%	3%	0%	2%	4%&-1%	1%
BCR signal inh	0%	u	5%	-9%	u	1%
KCNH2 WT inh	22	-13	-31	3	x	u
KCNH2 3.1 inh	4	12	3	5	x	-80*
Eya2 phos inh	-4%	-4%	-2%	-1%	9%&2%	4%
B2AR arrestin	-0.2%	0.2%	0.0%	-0.2%	0.0%&-0.7%	-0.8%
GALK inhibitor	4%	-1%	4%	4%	x	1%
PKM2 act	9%	-3%	-20%	-7%	x	2%
Giardia kill	21	3	3	-17	3	-7

31. OC(COc1c(Cl)cc(Cl)cc1Cl)CN1CCCCC1 (stereo not given)
32. C/C(=N\Nc1ccc(C(=O)O)cc1)c1nc2ccccc2n1C
33. CCOC(=O)CC1CCCCN1C(=O)CCCn1nnnc1CN1CCC(C)CC1 (stereo not given)
34. O=C(NC(=S)Nc1ccc(CN2CCOCC2)cc1)c1cccc([N+](=O)[O-])c1
35. COc1ccccc1OCc1ccc(C(=O)N2N=C(C(F)F)CC2(O)C(F)F)o1 (stereo not given)
36. COc1cccc(NC(=O)CC(=O)c2ccc([N+](=O)[O-])cc2)c1
37. O=C(O)C1CCCCC1C(=O)OCCCCOC(=O)C1CCCCC1C(=O)O (stereo not given)
38. Cc1cnc(NC(=O)CSc2ncn(-c3ccccc3)n2)s1
assay / compound	31	32	33	34	35	36	37	38
uPA generation	1%	x	-4%	-3%	0%	u	-4%	x
Coupling enz	-1	6	4	3	0	1	0	-10
USP2a block	0%	-1%	0%	0%	5%	0%	-2%	-3%
BCR signal inh	2%	u	0%	-6%	u	x	0%	-3%
KCNH2 WT inh	41	x	-5	3	-6	-19	7	23
KCNH2 3.1 inh	-30	x	7	1	2	-15	3	-18
Eya2 phos inh	-4%	-17%	4%	1%	0%	17%	17%	-6%
B2AR arrestin	0.4%	-0.8%	-0.1%	3.3%	-0.2%	0.1%	-0.7%	-0.9%
GALK inhibitor	0%	0%	5%	0%	-3%	0%	2%	-1%
PKM2 act	-5%	3%	-8%	-9%	11%	x	0%	1%
Giardia kill	1	x	-3	-1	4	4	-4	1
